Screening results (PubChem BioAssay)
PLCb3 inh: inhibitors of human phospholipase C beta3. Q01970. Purified PLC-beta3, fluorogenic substrate, fluorescence. inhibition, % at 12.2 µM. hit rate 0.18% among 370,000. AID 720704; in the data active means inhibition above about 11%;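 further: 0% = median of compound wells on plate and 100% = full blocker control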
Target sequence (Q01970 whole entry, looked up): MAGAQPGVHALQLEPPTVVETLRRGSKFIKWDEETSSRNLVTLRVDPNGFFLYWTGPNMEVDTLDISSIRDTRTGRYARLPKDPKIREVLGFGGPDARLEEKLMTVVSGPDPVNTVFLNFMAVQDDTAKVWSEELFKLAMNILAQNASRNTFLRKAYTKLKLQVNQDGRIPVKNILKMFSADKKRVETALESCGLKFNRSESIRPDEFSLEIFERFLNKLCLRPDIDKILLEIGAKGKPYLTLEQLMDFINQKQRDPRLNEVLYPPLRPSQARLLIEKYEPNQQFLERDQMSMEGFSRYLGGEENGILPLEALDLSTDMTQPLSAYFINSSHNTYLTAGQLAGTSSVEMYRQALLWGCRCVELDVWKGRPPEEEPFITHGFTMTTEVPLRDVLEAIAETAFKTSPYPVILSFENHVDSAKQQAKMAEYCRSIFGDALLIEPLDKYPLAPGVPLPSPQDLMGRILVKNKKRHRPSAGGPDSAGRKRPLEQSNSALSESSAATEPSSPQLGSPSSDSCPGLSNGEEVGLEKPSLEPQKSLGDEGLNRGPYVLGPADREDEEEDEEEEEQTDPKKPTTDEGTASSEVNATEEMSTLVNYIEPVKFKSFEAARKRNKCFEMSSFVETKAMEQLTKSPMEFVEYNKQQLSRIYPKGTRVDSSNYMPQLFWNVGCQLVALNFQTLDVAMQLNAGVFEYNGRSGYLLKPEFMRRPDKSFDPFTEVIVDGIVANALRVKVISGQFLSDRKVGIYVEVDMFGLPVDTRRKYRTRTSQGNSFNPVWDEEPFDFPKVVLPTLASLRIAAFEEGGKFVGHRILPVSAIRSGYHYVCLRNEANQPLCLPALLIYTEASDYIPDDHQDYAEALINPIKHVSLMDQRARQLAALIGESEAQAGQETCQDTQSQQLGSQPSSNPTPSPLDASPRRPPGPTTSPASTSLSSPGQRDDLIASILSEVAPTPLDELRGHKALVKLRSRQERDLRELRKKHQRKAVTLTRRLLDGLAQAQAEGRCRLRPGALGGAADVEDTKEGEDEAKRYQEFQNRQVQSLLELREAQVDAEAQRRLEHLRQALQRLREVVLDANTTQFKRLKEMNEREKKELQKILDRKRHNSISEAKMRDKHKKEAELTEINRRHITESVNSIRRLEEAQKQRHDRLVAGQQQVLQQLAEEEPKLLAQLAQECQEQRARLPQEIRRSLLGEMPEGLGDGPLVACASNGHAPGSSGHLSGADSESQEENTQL
DAX1 inh-1: inhibits human nuclear receptor DAX1. P51843. HEK293 Gal4-DAX1 luciferase reporter, luminescence. inhibition, % at 6.75 µM. hit rate 0.99% among 340,000. AID 504766;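 active means inhibition above the mean over all tested compounds plus 3 SD, cut at about 4.2% in these data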;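 further: 0% = DAX1-transfected cells with DMSO and 100% = empty-vector control cells with DMSO; inhibition shows as a rise in luminescence from relieved DAX1 repression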
MBD2 inh: inhibitors of human MBD2 binding to methylated oligonucleotide | inhibition, % at 4.4 µM | hit rate 0.31% among 370,000 | Q9UBB5 | TR-FRET; in the data active means inhibition above about 13%
Rev-erbA mod: Rev-erb alpha (human) modulation. AID 1259318. Rev-erbα–FITC-DNA binding, fluorescence polarization, 90 min. hit rate 0.79% among 370,000. P20393. activity, % at 10 µM;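 active means activity above about 14%, limit read from the data; passing the limit was not always enough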;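 further: 0% = DMSO wells with 35 nM protein and 100% = DMSO wells with 750 nM protein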
ssDAF-12 act: activates DAF-12 receptor from parasite S. stercoralis; HEK293 ssDAF-12/GRIP1 lit1-tk-luc reporter, luminescence; % of 3 µM dafachronic acid response; activation, % at 6.8 µM; hit rate 1% among 370,000; AID 652126;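 active means activation above the mean over all tested compounds plus 3 SD, cut at about 0.9% in these data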;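 further: 0% = DMSO-only wells and 100% = 3 µM delta7-dafachronic acid wells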
hcDAF-12 act: activators of H. contortus DAF-12 nuclear receptor; HEK293 hcDAF-12 lit1-tk-luc reporter, luminescence; 0% DMSO, 100% Δ7-dafachronic acid; activation, % at 6.8 µM; hit rate 1.4% among 370,000;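 active means activation above the mean of all tested compounds plus 3 SD, cut at about 5.5% in these data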;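 further: 100% = response to 3 µM Δ7-dafachronic acid high control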
hgDAF-12 ag: activates the H. glycines DAF-12 receptor ligand-binding domain | HEK293 GAL4-hgDAF12 UAS-luciferase reporter, agonist luminescence; normalized to butyrate control | activation, % at 6.8 µM | hit rate 1.8% among 370,000;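 active means activation above a cutoff set at the mean of all screened compounds plus 3 SD, cut at about 10% in these data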;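 further: 0% = DMSO wells and 100% = sodium butyrate wells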
SMARCA2 activ: increases SMARCA2 function in MMTV reporter cells; hit rate 1% among 370,000; activation, % at 9.1 µM; MG213 cells, MMTV-luciferase reporter, dexamethasone, overnight; in the data active means activation above about 7.8%;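 further: 0% = vehicle wells and 100% = reference activator wells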
ADAM17 inh: inhibitors of human ADAM17; AID 720648; hit rate 0.83% among 370,000; recombinant ADAM17, EDANS/DABCYL FRET peptide cleavage; inhibition, % at 6.95 µM;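 active means inhibition above the mean of compounds lying between control limits plus 3 SD, set per campaign, cut at about 8.5% in these data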;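 further: 0% = DMSO-only wells as the low control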
DAX1 inh-2: blocks DAX1 repression of SF-1 activated StAR promoter. HEK293T StAR-luciferase reporter, SF-1/DAX-1 repression relief. inhibition, % at 6.8 µM. hit rate 1.1% among 370,000. AID 652010;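 active means inhibition above the mean over all tested compounds plus 3 SD, cut at about 3.6% in these data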;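 further: 0% = DAX-1 cells with DMSO and 100% = cells lacking DAX-1 with DMSO; higher inhibition means more luminescence from relief of DAX-1 repression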
PLCg1 inh: PLC-gamma1 (human) inhibition, primary screen | P19174 | purified PLC-gamma1, fluorogenic substrate, fluorescence | inhibition, % at 12.2 µM | hit rate 0.84% among 370,000 | AID 720700; in the data active means inhibition above about 9.5%
Numbers without * were called inactive; . = not tested or not shown; & = joins results of further samples.

SMILES | PLCb3 inh | DAX1 inh-1 | MBD2 inh | Rev-erbA mod | ssDAF-12 act | hcDAF-12 act | hgDAF-12 ag | SMARCA2 activ | ADAM17 inh | DAX1 inh-2 | PLCg1 inh
COc1ccc(C(=O)NNC(=O)CSc2nc3c([nH]2)c(=O)n(C)c(=O)n3C)cc1 | -2.4 | -1.4 | 2.2 | 0.5 | -1.3 | 0.1 | -0.7 | -2.6 | -2.1 | -0.6 | 1.4
CCOC(=O)NCC(C#CCN(CC)CC)N(CC)CC (stereo not drawn) | 0.1 | -0.8 | 3.3 | -2.7 | -0.8 | -1.0 | 0.2 | -2.1 | -5.6 | 0.9 | -0.8
Cc1ccc(Nc2nc(N)nc(CSc3nncn3C)n2)cc1 | -3.8 | 3.0 | -1.1 | 1.7 | -0.5 | 2.8 | 7.2 | 7.0 | -4.4 | 0.9 | 0.5
O=C(Nc1cccc(-c2nc3cccnc3s2)c1)C1c2ccccc2Oc2ccccc21 | -7.6 | 2.1 | 4.1 | 11.7 | -1.0 | 1.4 | 2.6 | 0.5 | -4.0 | -0.4 | -2.9
CC1(C)CC2(CCO1)OC(=O)CC2C(=O)Nc1c(Cl)cccc1Cl (stereo not drawn) | -1.1 | 2.1 | -0.6 | 0.1 | -1.1 | -0.1 | -2.0 | 1.3 | 0.4 | 0.1 | 4.2
Cc1c(COC(=O)NC(C)C)c(COC(=O)NC(C)C)c2n1CS(=O)(=O)C2 | 1.1 | . | 4.0 | -1.5 | -1.1 | -0.3 | -1.8 | -3.5 | -1.9 | -1.1 | 1.0
COc1ccc2c3c1OC1CC(O)C=CC31CCN(C)C2 (stereo not drawn) | -0.2&-1.3 | 2.5&0.3 | -1.2&-0.9 | -3.8&4.5 | -1.2&-1.0 | -1.5&-1.2 | 0.1&2.7 | 2.0&1.4 | -1.9&-4.8 | 0.1&1.1 | 2.4&-0.8
Cc1cccc(NC2=C(C#N)C(=O)NC3(CCCC3)S2)c1 | -10.9 | -0.9 | 2.9 | 4.8 | -1.3 | -0.9 | 1.1 | -2.4 | -5.4 | -0.3 | -1.1
CN(Cc1ccccc1)c1nc2c(c(=O)[nH]c(=O)n2C)n1Cc1ccccc1Cl | 1.0 | 0.6 | -8.2 | 8.2 | -0.5 | -2.0 | 0.0 | 3.7 | 2.9 | -0.1 | -1.5
COC(CNC(=O)C1CCN(C(=O)c2cc3oc(C)cc3n2Cc2c(F)cccc2Cl)CC1)OC | -0.7 | -1.5 | 0.3 | -2.0 | -1.4 | -2.1 | -3.8 | 2.2 | -1.9 | -1.7 | 0.8
COC(=O)N[C@@H]1C[C@H]2[C@@H]3CC[C@H]4C[C@@H](OC)CC[C@]4(C)[C@H]3CC[C@]12C | -169.2 | -0.1 | 0.6 | 7.2 | -1.5 | -1.9 | -0.6 | -1.4 | -3.6 | -0.6 | -125.6
COc1ccc(S(=O)(=O)N2CCc3ccccc32)cc1C(=O)Nc1ccc(C(N)=O)cc1 | -14.4 | 0.3 | 0.5 | -6.8 | -0.7 | -2.4 | -6.3 | -2.9 | -2.6 | -0.6 | -7.3
Cn1c(CC(=O)Nc2ccccc2F)nnc1SCC(=O)NC1CCCC1 | -0.3 | 0.4 | -6.8 | 4.1 | -1.1 | -0.9 | -0.6 | -1.0 | 1.9 | 0.6 | 0.9
Cc1ncoc1C(=O)N1CCCC(C(=O)c2ccc(C(F)(F)F)cc2)C1 (stereo not drawn) | -8.4 | 0.6 | 6.2 | -0.7 | -0.3 | -0.5 | 3.0 | 1.2 | -5.3 | -0.4 | -3.0
CNC(=O)NC(=O)CSc1nc2sccc2c(=O)n1-c1ccccc1 | -5.4 | 0.8 | -1.9 | -2.8 | -1.0 | -0.8 | -1.1 | -1.2 | -0.8 | -0.2 | -0.7
Cn1c(=O)c(C(=O)CN2CCc3ccccc32)c(N)n(Cc2ccccc2)c1=O | -3.9 | 0.5 | -3.5 | -1.1 | 0.6 | 8.0* | 3.5 | -1.7 | -2.0 | 0.4 | -17.6
COc1cccc(CN2CCN(Cc3cccn3-c3cccnc3)CC2CCO)c1 (stereo not drawn) | 0.1 | -0.1 | -1.4 | -1.3 | -2.0 | -0.6 | 0.2 | -3.1 | 0.6 | -0.1 | 2.4
CCCCOC(=O)C1=C(C)NC(=O)NC1c1ccc([N+](=O)[O-])s1 (stereo not drawn) | -4.6 | -0.8 | 3.4 | 9.5 | -0.8 | 0.3 | -4.4 | -5.3 | -2.3 | -0.8 | -2.4
Cn1cnc(S(=O)(=O)N2CCCCC2c2cc(C(=O)Nc3ccc(F)c(Cl)c3)no2)c1 (stereo not drawn) | 3.7 | . | -2.7 | -1.1 | -0.9 | 1.2 | 6.5 | -0.4 | 1.7 | 1.2 | 0.8
Cc1cc(C)cc(N2CCCC2=O)c1 | 0.4 | 3.2 | -4.4 | 3.0 | -0.8 | -0.9 | -0.5 | 2.8 | -0.4 | 2.0 | 2.2
C=C(C)C(=O)Nc1cccc(C2=NOC3(C2)C[C@@H](C(N)=O)N(C(=O)/C(C)=C/C)C3)c1 (stereo partly drawn) | 0.5 | 0.6 | 38.0* | -18.4 | -0.5 | -0.9 | 0.8 | -0.5 | -6.7 | 0.2 | 0.9
CCCCn1c(N)c(N(CC(C)C)C(=O)c2cccc(S(=O)(=O)N(C)c3ccc(C)cc3)c2)c(=O)[nH]c1=O | -9.6 | 0.0 | 1.2 | 2.3 | -0.8 | -1.1 | -1.6 | -0.2 | -0.8 | 1.4 | -1.2
CCN(C[C@H]1N[C@@](CC)(C(=O)OC)[C@H]2C(=O)N(C)C(=O)[C@@H]12)C(=O)NC(C)C | 0.6 | 0.0 | -8.2 | 2.7 | -0.4 | 1.6 | 0.7 | -0.6 | -3.2 | 0.7 | 0.2
FC(F)(F)c1cccc(Nc2cc(-c3ccccc3)nc3ncnn23)c1 | -12.5 | 0.5 | 3.0 | -0.1 | -0.8 | -1.0 | 0.5 | -3.2 | -1.5 | -0.2 | -2.4
CC(=O)Nc1ccc(NC(=O)CSc2nnc(C3CC3)n2-c2ccccc2)cc1 | -8.5 | -0.1 | 0.0 | 9.2 | 0.3 | -1.9 | 2.8 | 0.7 | 2.1 | -1.4 | -0.4

The last 2 compounds of the part before come first, to join the parts.
SMILES | PLCb3 inh | DAX1 inh-1 | MBD2 inh | Rev-erbA mod | ssDAF-12 act | hcDAF-12 act | hgDAF-12 ag | SMARCA2 activ | ADAM17 inh | DAX1 inh-2 | PLCg1 inh
FC(F)(F)c1cccc(Nc2cc(-c3ccccc3)nc3ncnn23)c1 | -12.5 | 0.5 | 3.0 | -0.1 | -0.8 | -1.0 | 0.5 | -3.2 | -1.5 | -0.2 | -2.4
CC(=O)Nc1ccc(NC(=O)CSc2nnc(C3CC3)n2-c2ccccc2)cc1 | -8.5 | -0.1 | 0.0 | 9.2 | 0.3 | -1.9 | 2.8 | 0.7 | 2.1 | -1.4 | -0.4
O=C(c1cnc2n(c1=O)CCS2)N1CCCc2ccccc21 | 0.3 | 2.7 | -6.3 | -1.0 | -1.6 | -0.1 | -2.0 | -0.4 | -1.1 | -0.4 | 0.6
Cc1nn(Cc2ccccc2Cl)c(C)c1NC(=O)/C=C/c1cnn(C)c1 | 2.7 | 0.1 | 0.2 | -2.4 | -0.6 | -2.2 | -1.8 | -3.2 | -3.1 | -0.4 | -0.5
C=CCN1C(=NC(=O)CCC)SC2CS(=O)(=O)CC21 (stereo not drawn) | 0.5 | 0.1 | -0.5 | 0.1 | -1.0 | 0.0 | 1.0 | -4.4 | 1.0 | 0.2 | 2.5
O=S1(=O)c2ccc(Br)cc2OC[C@H](Cc2ccccc2)N1Cc1cn(Cc2ccc(Br)cc2)nn1 | 0.7 | . | -0.3 | -1.0 | -1.6 | 1.4 | 1.4 | -1.1 | 2.9 | -0.7 | -0.2
CCc1nc2c(OCC(=O)c3ccc(Cl)cc3Cl)cccn2c1N(C)C(=O)COc1ccccc1 | -16.5 | . | -3.4 | -1.8 | -0.5 | 0.1 | 0.3 | -0.3 | -3.5 | -1.0 | -17.9
CC(C)[C@H](NC(=O)[C@@H]1Cc2ccccc2CN1)C(=O)Nc1ccc2c(c1)OCCO2 | -1.2 | -0.4 | -7.7 | -5.9 | -2.3 | -3.8 | -10.4 | -5.7 | 5.3 | -1.4 | 4.6
COc1cccc(C2C(C(=O)c3cc4cccc(OC)c4o3)=C(O)C(=O)N2c2cc(C)on2)c1OC (stereo not drawn) | -34.6 | 2.7 | 0.0 | -3.2 | -0.3 | -0.1 | -0.6 | -0.9 | 0.1 | 0.2 | -19.8
Fc1ccc(-c2cc(C(F)(F)F)nc(-n3cc(Cl)cn3)n2)cc1 | -4.2 | 1.7 | -2.2 | 11.3 | -1.9 | -1.5 | -3.4 | -4.4 | 2.2 | 0.3 | 0.6
NC(=S)Nc1c(Cl)cccc1Cl | -6.8 | -1.7 | -0.9 | -4.8 | -1.2 | -1.1 | 0.5 | 7.3 | -0.5 | 0.7 | -0.4
O=C(NC1CCCC1)c1c[nH]c2ccc(F)cc2c1=O | -8.8 | -0.6 | 0.8 | 5.8 | -1.5 | -1.8 | 0.0 | 1.5 | -1.5 | -0.4 | -3.4
Cc1ccc(C)c(S(=O)(=O)NCc2ccc(C(=O)NCc3ccco3)cc2)c1 | 0.9 | -0.3 | 1.4 | -1.1 | -1.0 | -0.2 | 0.6 | 0.0 | -4.4 | -0.1 | -0.6
CNc1nc(Cl)c(SC)c(NCc2cccc(OC)c2)n1 | -2.5 | -0.5 | 0.1 | -3.4 | -1.3 | -3.1 | -2.0 | 1.1 | -2.1 | -0.5 | 0.1
CCN(C(=O)COC(=O)CNC(=O)c1ccc(Cl)cc1Cl)c1c(N)n(Cc2ccccc2)c(=O)[nH]c1=O | -3.9 | -0.1 | -3.7 | 3.1 | -0.9 | -0.8 | 0.4 | -3.4 | -1.1 | 0.5 | -2.8
O=C(COc1ccc(Cl)cc1Br)NC(=O)NC1CCCC1 | -4.6 | 3.4 | 0.9 | 2.2 | -0.8 | 0.8 | 12.7* | 4.7 | 2.7 | 8.0* | 1.6
CCOC(=O)c1cnc2cc(C)ccn2c1=O | -147.8 | 0.0 | 5.6 | 2.7 | -0.9 | 1.9 | 5.0 | 0.4 | -406.4 | 0.0 | -135.0
CC(C)OCCCNS(=O)(=O)c1ccc2c(c1)OCCO2 | 4.1 | 0.9 | -0.7 | 0.5 | -2.0 | -0.5 | 2.3 | 5.2 | 0.3 | -0.1 | 1.9
COc1cc(Cl)cc(/C=C/c2ccc3cccc(O)c3n2)c1OC | -2.3 | 0.6 | -3.5 | 2.4 | -0.9 | -0.1 | 1.3 | -1.2 | -4.3 | 0.6 | -2.8
Cc1cccc(N(C)C(=O)c2coc(=O)c3ccccc23)c1 | -3.7 | 0.4 | -6.2 | -0.7 | -0.9 | -0.7 | -1.3 | -3.8 | -0.8 | -0.5 | 0.9
Nc1cc(=O)[nH]c(SCCSc2ccccc2F)n1 | 2.1 | -1.9 | -2.7 | -5.4 | -0.9 | -2.1 | 0.2 | 0.1 | -1.9 | -0.4 | 2.4
CN=Cc1c(NC)nc2c(C)cccn2c1=O | -48.0 | 0.9 | 0.2 | 8.5 | -0.8 | 0.4 | 2.1 | 2.5 | -47.0 | 0.5 | -43.1
CN(C)C(CNC(=O)CSc1nc2sc3c(c2c(=O)n1C)CCC3)c1ccccc1 (stereo not drawn) | -11.8 | 2.5 | 1.8 | -6.6 | -1.2 | -1.5 | 2.9 | -1.9 | -3.5 | -1.3 | -0.8

Not a hit list; any-hit rate near 7.4%.
